Keap1-Nrf2 PPI: inhibitors of human Keap1-Nrf2 protein-protein interaction. AID 504523. actives 0.15% (n = 340,000). Keap1 Kelch-Nrf2 peptide fluorescence polarization, 1536-well. inhibition, % at 9.4 µM; in the data active means inhibition above about 12%;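 further: human Keap1 Kelch domain with fluorescein labeled Nrf2 9mer peptide probe; 0% = neutral control wells and 100% = peptide positive control; higher means more block of Keap1 binding to Nrf2 peptide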
SR-BI DiI inh: mouse SR-BI HDL lipid transfer inhibition; ldlA[mSR-BI] CHO cells, DiI-HDL uptake fluorescence, 3 h; inhibition, % at 12.5 µM; Q61009; AID 488896; actives 0.96% (n = 320,000);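 active means mean replicate inhibition of at least 70% and a set share of replicates each scoring 70 or more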;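 further: 0% = median of neutral control wells and 100% = median of positive control wells; values of inactives mirror those of a sister screen read the other way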
PKA-R2B activ: activators of human PKA-R2B complex; P22694+P31323; PKA-R2B holoenzyme dissociation, Cy5-IP20 fluorescence polarization; R2B truncated from residue 108, S112A mutant; 0% DMSO only, 100% 113 µM cGMP; activation, % at 11.4 µM; actives 0.079% (n = 340,000); AID 504700;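 active means activation above a cutoff set at the mean over all compounds plus 3 SD, cut at about 18% in these data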;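 further: higher means more holoenzyme dissociation and a rise in polarization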
DAGLB inh: diacylglycerol lipase beta (human) inhibition. inhibition, % at 5.17 µM. Q8NCG7. actives 0.059% (n = 340,000). HEK293T DAGLB membrane lysate, EnzChek fluorogenic substrate; in the data active means inhibition above about 34%;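 further: 0% = enzyme with vehicle and 100% = wells lacking enzyme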
C-LANA FP: KSHV C-LANA DNA binding inhibition. MBP-C-LANA/FAM-LBS DNA binding, fluorescence polarization. inhibition, % at 9 µM. actives 0.078% (n = 340,000);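 active means highest replicate inhibition at or above 60% at 9 µM, even if other replicates fall short; inactive means all replicates below 60% inhibition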;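 further: 0% = neutral control wells and 100% = 4 µM acridine orange control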
PvdQ inh: blocks Pseudomonas aeruginosa PvdQ acylase activity | purified PvdQ acylase, fluorescence plate reader | inhibition, % at 10 µM | actives 0.063% (n = 340,000) | AID 488965; in the data active means inhibition above about 30%, passing the limit was not always enough;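 further: 0% = vehicle neutral wells and 100% = reference inhibitor wells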
RTF Ca sens inh: cardiac RTF calcium desensitization; P19429+P45379; IANBD-labeled cardiac RTF, Ca2+ fluorescence; inhibition, % at 7.15 µM; actives 0.12% (n = 340,000); AID 493244;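 active means inhibition above the mean inhibition of all tested compounds plus 3 SD, cut at about 17% in these data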;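 further: assay run at fixed EC70 calcium of 1.6 mM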
Arr AP2 block: inhibitors of human beta-arrestin and AP2 interaction; actives 0.31% (n = 340,000); AID 504490; FITC-arrestin peptide / GST-AP2 beads, flow cytometry; AP2 beta2 appendage carries R879A mutation; inhibition, % at 10 µM;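 active means inhibition above a set limit, near 3 SD of compounds lacking own fluorescence, cut at about 54% in these data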;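 further: plate controls were DMSO wells for no effect and 5 µM unlabelled arrestin peptide for full effect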
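Assay system: GST-AP2 R879A bound to glutathione beads, E. coli-expressed; Medium: PBS with 0.05% Tween 20 and 0.1% BSA; Also added: fluorescein-tagged arrestin peptide at 50 nM final; Timing: 12 min plus 1 h, RT; Measured by: flow cytometry, FL1 (488/535 nm); Evaluation: percent drop in bead-associated FITC signal.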
NSD2 inh: blocks human histone methyltransferase NSD2; NSD2 peptide methylation, AlphaScreen, 120 min; inhibition, % at 12.5 µM; actives 0.54% (n = 310,000); in the data active means inhibition above about 50%
Target sequence (O96028 whole entry, looked up): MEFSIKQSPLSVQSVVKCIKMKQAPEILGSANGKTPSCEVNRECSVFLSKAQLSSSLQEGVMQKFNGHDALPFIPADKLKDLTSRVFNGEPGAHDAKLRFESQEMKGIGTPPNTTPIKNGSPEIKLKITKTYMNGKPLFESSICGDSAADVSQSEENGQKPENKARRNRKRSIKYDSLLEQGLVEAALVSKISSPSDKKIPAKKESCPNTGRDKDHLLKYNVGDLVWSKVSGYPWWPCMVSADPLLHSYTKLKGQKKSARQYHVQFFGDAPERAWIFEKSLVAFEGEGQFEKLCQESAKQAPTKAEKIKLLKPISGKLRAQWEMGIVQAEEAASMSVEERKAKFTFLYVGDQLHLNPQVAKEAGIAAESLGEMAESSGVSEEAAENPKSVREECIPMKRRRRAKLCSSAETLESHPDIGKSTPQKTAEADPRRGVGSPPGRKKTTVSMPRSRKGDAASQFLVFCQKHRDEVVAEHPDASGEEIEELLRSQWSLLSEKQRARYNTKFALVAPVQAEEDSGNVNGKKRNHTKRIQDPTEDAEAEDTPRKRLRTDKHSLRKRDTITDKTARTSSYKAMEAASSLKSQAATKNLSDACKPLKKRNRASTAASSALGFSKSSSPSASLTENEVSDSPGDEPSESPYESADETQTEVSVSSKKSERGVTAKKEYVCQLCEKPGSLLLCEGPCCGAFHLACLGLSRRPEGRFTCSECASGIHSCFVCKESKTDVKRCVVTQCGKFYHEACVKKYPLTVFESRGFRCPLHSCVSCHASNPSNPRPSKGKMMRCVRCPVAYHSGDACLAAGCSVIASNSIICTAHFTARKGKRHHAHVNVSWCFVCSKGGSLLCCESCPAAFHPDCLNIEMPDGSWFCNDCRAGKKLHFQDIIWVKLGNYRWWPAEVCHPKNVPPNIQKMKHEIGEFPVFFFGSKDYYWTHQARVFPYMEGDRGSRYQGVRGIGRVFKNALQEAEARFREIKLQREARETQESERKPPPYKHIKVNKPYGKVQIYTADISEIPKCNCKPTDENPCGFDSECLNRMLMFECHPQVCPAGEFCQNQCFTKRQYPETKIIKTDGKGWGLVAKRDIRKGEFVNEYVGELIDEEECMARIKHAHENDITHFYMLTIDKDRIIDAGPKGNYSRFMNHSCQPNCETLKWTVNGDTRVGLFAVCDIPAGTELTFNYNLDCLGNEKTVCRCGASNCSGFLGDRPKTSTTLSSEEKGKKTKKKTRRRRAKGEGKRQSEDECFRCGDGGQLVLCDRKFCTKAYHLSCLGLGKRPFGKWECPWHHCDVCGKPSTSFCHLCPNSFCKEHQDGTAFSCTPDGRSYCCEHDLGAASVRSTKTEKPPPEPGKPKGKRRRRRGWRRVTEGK
SR-BI uptake up: enhances SR-BI lipid uptake from DiI-HDL. CHO ldlA[mSR-BI] cells, DiI-HDL uptake fluorescence, 3 h; 100 = double the neutral-control signal. activation, % at 12.5 µM. actives 0.096% (n = 320,000). AID 504775;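 active means mean replicate activation of at least 60% and every replicate at or above 60%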;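 further: 0% = median plate neutral-control signal and 100% = twice that signal; values of inactives mirror those of a sister screen read the other way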
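Material: SR-BI-overexpressing, LDLR-lacking CHO cells; schedule: compound exposure 3 h, 37 °C; reagent: DiI-labelled HDL at 10 µg/mL final; technique: bottom-read fluorescence, 550/595 nm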
Numbers without * were called inactive; & = joins results of further samples. Not a hit list. Share with any hit: about 2.1%.

What do the screens show for `COc1ccc(C(=O)/C=C/c2ccc(OC3CSC3)cc2)cc1OC`?
Keap1-Nrf2 PPI: -3; SR-BI DiI inh: -12; PKA-R2B activ: -3; DAGLB inh: -1; C-LANA FP: 2.0; PvdQ inh: 3; RTF Ca sens inh: 1; Arr AP2 block: -7; NSD2 inh: 2; SR-BI uptake up: 12

Results for CCOc1ccc(S(=O)(=O)N2CCOCC2)cc1NC(=O)CN1C(=O)NC2(CCCC2)C1=O ?
Keap1-Nrf2 PPI: -5; SR-BI DiI inh: -14; PKA-R2B activ: -15; DAGLB inh: 0; C-LANA FP: 0.1; PvdQ inh: -11; RTF Ca sens inh: -6; Arr AP2 block: -1; NSD2 inh: 1; SR-BI uptake up: 14

What do the screens show for `Cc1ccc(NC(=O)CSc2nnc(CNC(=O)c3ccco3)n2C)c(C)c1`?
Keap1-Nrf2 PPI: -3; SR-BI DiI inh: 8; PKA-R2B activ: -13; DAGLB inh: 0; C-LANA FP: -2.1; PvdQ inh: -9; RTF Ca sens inh: -15; Arr AP2 block: -7; NSD2 inh: -2; SR-BI uptake up: -8

How did COc1ccc(/C=C/C(=O)Oc2cc(C)[nH]c(=O)c2[N+](=O)[O-])cc1OC do in these assays?
Keap1-Nrf2 PPI: 2; SR-BI DiI inh: -16; PKA-R2B activ: -1; DAGLB inh: -1; C-LANA FP: 5.1; PvdQ inh: 23; RTF Ca sens inh: 0; SR-BI uptake up: 16

What do the screens show for `COc1ccc(NC(=O)CSc2nc3ccc(OC)cc3[nH]2)cc1`?
Keap1-Nrf2 PPI: 1; SR-BI DiI inh: 31; PKA-R2B activ: -10; DAGLB inh: 0; C-LANA FP: 0.1; PvdQ inh: 3; RTF Ca sens inh: 0; Arr AP2 block: -9; NSD2 inh: 7; SR-BI uptake up: -31

How did S=c1[nH]nc([C@@H]2C[C@H]2c2ccccc2)n1-c1ccccc1Cl do in these assays?
Keap1-Nrf2 PPI: -2; SR-BI DiI inh: -10; PKA-R2B activ: 6; DAGLB inh: -5; PvdQ inh: -17; RTF Ca sens inh: -5; Arr AP2 block: 0; NSD2 inh: -1; SR-BI uptake up: 10

Results for O=C(NC1CCCCCC1)c1cccc(COCC(F)(F)F)c1 ?
Keap1-Nrf2 PPI: 1; SR-BI DiI inh: -16; PKA-R2B activ: 2; DAGLB inh: -5; C-LANA FP: -1.7; PvdQ inh: 3; RTF Ca sens inh: 2; Arr AP2 block: 22; NSD2 inh: 0; SR-BI uptake up: 16

Results for CSCC[C@H](NC(=O)OC(C)(C)C)C(=O)N1CCC(C(=O)NCC(=O)Nc2ccc(C)cc2)CC1 ?
Keap1-Nrf2 PPI: -5; SR-BI DiI inh: 2; PKA-R2B activ: -17; DAGLB inh: 0; C-LANA FP: -0.2; PvdQ inh: -5; RTF Ca sens inh: -15; Arr AP2 block: 7; NSD2 inh: 1; SR-BI uptake up: -2

How did CCOc1ccc(NC(=O)C(C)Oc2ccccc2C(=O)Nc2cccc(Cl)c2Cl)cc1 (stereo not drawn) do in these assays?
Keap1-Nrf2 PPI: 1; SR-BI DiI inh: 2; PKA-R2B activ: -7; DAGLB inh: -2; C-LANA FP: -3.4; PvdQ inh: -11; RTF Ca sens inh: 2; Arr AP2 block: 11; NSD2 inh: -1; SR-BI uptake up: -2

How did OC1(c2ccccc2)C/C(=N\n2cnnc2)C=C1c1ccccc1 (stereo not drawn) do in these assays?
Keap1-Nrf2 PPI: -3; SR-BI DiI inh: -6; PKA-R2B activ: -13; DAGLB inh: -2; C-LANA FP: 1.4; PvdQ inh: 5; RTF Ca sens inh: -4; Arr AP2 block: -5; NSD2 inh: -2; SR-BI uptake up: 6

What do the screens show for `CC(=O)c1c(C)[nH]c(C(=O)NCCc2ccc(Cl)cc2)c1C`?
Keap1-Nrf2 PPI: 5; SR-BI DiI inh: 11; PKA-R2B activ: 2; DAGLB inh: 2; C-LANA FP: 4.1; PvdQ inh: -8; RTF Ca sens inh: 1; Arr AP2 block: -13; NSD2 inh: -1; SR-BI uptake up: -11

Results for N=c1n(CC(=O)c2ccc([N+](=O)[O-])cc2)c2ccccc2n1Cc1ccccc1Cl ?
Keap1-Nrf2 PPI: -5; SR-BI DiI inh: 6; PKA-R2B activ: -2; DAGLB inh: -1; C-LANA FP: 3.4; PvdQ inh: 8; RTF Ca sens inh: -16; Arr AP2 block: 35; NSD2 inh: 1; SR-BI uptake up: -6

By substructure: the compounds so far containing an aryl thioether with sulfur outside any ring
What do the screens show for `Cc1ccc(NC(=O)CSc2nnc(CNC(=O)c3ccco3)n2C)c(C)c1`?
Keap1-Nrf2 PPI: -3; SR-BI DiI inh: 8; PKA-R2B activ: -13; DAGLB inh: 0; C-LANA FP: -2.1; PvdQ inh: -9; RTF Ca sens inh: -15; Arr AP2 block: -7; NSD2 inh: -2; SR-BI uptake up: -8

What do the screens show for `COc1ccc(NC(=O)CSc2nc3ccc(OC)cc3[nH]2)cc1`?
Keap1-Nrf2 PPI: 1; SR-BI DiI inh: 31; PKA-R2B activ: -10; DAGLB inh: 0; C-LANA FP: 0.1; PvdQ inh: 3; RTF Ca sens inh: 0; Arr AP2 block: -9; NSD2 inh: 7; SR-BI uptake up: -31

Additional entries follow.
How did CC(C)Cc1cc(C(=O)N2CCCC(CO)(Cc3ccc(F)cc3)C2)no1 (stereo not drawn) do in these assays?
Keap1-Nrf2 PPI: -4; SR-BI DiI inh: 5; PKA-R2B activ: -6; DAGLB inh: -5; C-LANA FP: 0.1; PvdQ inh: 12; RTF Ca sens inh: 0; Arr AP2 block: 8; NSD2 inh: -4; SR-BI uptake up: -5

How did CCCCCC1CCC(c2nnc(SCC(C)=O)o2)CC1 (stereo not drawn) do in these assays?
Keap1-Nrf2 PPI: 1; SR-BI DiI inh: -14; PKA-R2B activ: 0; DAGLB inh: 2; C-LANA FP: -2.4; PvdQ inh: -2; RTF Ca sens inh: -5; Arr AP2 block: -6; NSD2 inh: -5; SR-BI uptake up: 14

How did CCOc1ccc(C=NNc2ccc(S(=O)(=O)Nc3ccccc3C(=O)O)cc2[N+](=O)[O-])cc1 do in these assays?
Keap1-Nrf2 PPI: 1; SR-BI DiI inh: 10; PKA-R2B activ: -5; DAGLB inh: 18; C-LANA FP: 0.5; PvdQ inh: 1; RTF Ca sens inh: 0; Arr AP2 block: 36; NSD2 inh: -1; SR-BI uptake up: -10

What do the screens show for `CC(CCc1ccccc1)NC(=O)CSc1nc(N)cc(N)n1` (stereo not drawn)?
Keap1-Nrf2 PPI: -2; SR-BI DiI inh: 1; PKA-R2B activ: -10; DAGLB inh: -3; C-LANA FP: 0.3; PvdQ inh: 5; RTF Ca sens inh: 4; Arr AP2 block: 3; NSD2 inh: 1; SR-BI uptake up: -1

How did CC1CCN(C(=S)NC(=O)c2cccc([N+](=O)[O-])c2)CC1 do in these assays?
Keap1-Nrf2 PPI: 2; SR-BI DiI inh: -4; PKA-R2B activ: -3; DAGLB inh: 0; C-LANA FP: 1.0; PvdQ inh: -10; RTF Ca sens inh: 1; Arr AP2 block: -5; NSD2 inh: -1; SR-BI uptake up: 4

What do the screens show for `Cc1csc(=Nc2ccc(S(=O)(=O)N3CCOCC3)cc2)n1Cc1ccco1`?
Keap1-Nrf2 PPI: -3&-7; SR-BI DiI inh: -26&1; PKA-R2B activ: -7&-2; DAGLB inh: -1&0; C-LANA FP: 1.0&-0.8; PvdQ inh: -4&-11; RTF Ca sens inh: -6&-6; Arr AP2 block: 0&-4; NSD2 inh: 2&1; SR-BI uptake up: 26&-1

How did N/C(=N\c1nc2c(c(=O)[nH]1)CCCC2)Nc1ccc(Oc2ccccc2)cc1 do in these assays?
Keap1-Nrf2 PPI: -1; SR-BI DiI inh: -28; PKA-R2B activ: 3; DAGLB inh: -1; C-LANA FP: 1.3; PvdQ inh: 3; RTF Ca sens inh: -3; Arr AP2 block: 18; SR-BI uptake up: 28

What do the screens show for `O=C(CCc1ccccc1)N=C1SC2CS(=O)(=O)CC2N1Cc1ccccc1` (stereo not drawn)?
Keap1-Nrf2 PPI: -2; SR-BI DiI inh: -19; PKA-R2B activ: -2; DAGLB inh: -5; C-LANA FP: -2.6; PvdQ inh: 3; RTF Ca sens inh: -1; Arr AP2 block: 3; NSD2 inh: 9; SR-BI uptake up: 19

Results for CC(=O)Nc1ccc(C(=O)Nc2ccc(S(=O)(=O)Nc3nccc(C)n3)cc2)cc1 ?
Keap1-Nrf2 PPI: 2; SR-BI DiI inh: -9; PKA-R2B activ: -2; DAGLB inh: 0; C-LANA FP: 0.1; PvdQ inh: -5; RTF Ca sens inh: -7; Arr AP2 block: 37; NSD2 inh: -1; SR-BI uptake up: 9

How did O=C(Nc1ccc(C(=O)O)cc1)/C(=C\c1ccc2c(c1)OCO2)NC(=O)c1ccc(Br)o1 do in these assays?
Keap1-Nrf2 PPI: -2; SR-BI DiI inh: -29; PKA-R2B activ: 5; DAGLB inh: 2; C-LANA FP: 0.7; PvdQ inh: -3; RTF Ca sens inh: 2; Arr AP2 block: 12; NSD2 inh: -1; SR-BI uptake up: 29

How did COc1cc(C(=O)OCC(=O)N2CCCCC2C)ccc1OCc1c(C)noc1C (stereo not drawn) do in these assays?
Keap1-Nrf2 PPI: 5; SR-BI DiI inh: 32; PKA-R2B activ: -4; DAGLB inh: 1; C-LANA FP: -2.4; PvdQ inh: -7; RTF Ca sens inh: 1; Arr AP2 block: 9; NSD2 inh: 2; SR-BI uptake up: -32

Results for O=C(c1ccc(S(=O)(=O)N2CCCC2)cc1)N(c1ccc(F)cc1)C1C=CS(=O)(=O)C1 (stereo not drawn) ?
Keap1-Nrf2 PPI: 1; SR-BI DiI inh: -2; PKA-R2B activ: 6; DAGLB inh: 1; C-LANA FP: -0.9; PvdQ inh: -16; RTF Ca sens inh: 2; Arr AP2 block: -4; NSD2 inh: -6; SR-BI uptake up: 2

What do the screens show for `O=C(COC(=O)c1ccccc1O)NC1CCCc2ccccc21` (stereo not drawn)?
Keap1-Nrf2 PPI: -3; SR-BI DiI inh: 20; PKA-R2B activ: 21*; DAGLB inh: -1; C-LANA FP: -0.6; PvdQ inh: -13; RTF Ca sens inh: -4; Arr AP2 block: 3; NSD2 inh: -3; SR-BI uptake up: -20

What do the screens show for `CC12CCC3C(CCC4CC(O)CCC43C)C1CC(O)C2` (stereo not drawn)?
Keap1-Nrf2 PPI: -1; SR-BI DiI inh: -13; PKA-R2B activ: 2; DAGLB inh: -3; C-LANA FP: -0.9; PvdQ inh: 2; RTF Ca sens inh: 7; Arr AP2 block: 35; NSD2 inh: 0; SR-BI uptake up: 13

Results for COc1cccc(CC(=O)Nc2nccs2)c1 ?
Keap1-Nrf2 PPI: 1; SR-BI DiI inh: -28; PKA-R2B activ: -3; DAGLB inh: -1; C-LANA FP: -0.2; PvdQ inh: 10; RTF Ca sens inh: -1; Arr AP2 block: 25; NSD2 inh: 3; SR-BI uptake up: 28
